Screening data: PubChem BioAssay, NCI
Growth percent in the NCI-60 one-dose screen (48 h, 10 µM unless noted): 100 = growth as untreated, 0 = no growth, -100 = all killed.
SF-268 = SF-268 CNS cancer cells; actives 3.1% (n = 82,000); AID 1794759
SF-295 = SF-295 CNS cancer cells. actives 5.6% (n = 79,000)
786-0 = 786-0 renal cancer cells. actives 5.1% (n = 81,000). AID 1794775
SF-539 = SF-539 CNS cancer. actives 6.8% (n = 81,000)
DU-145 = DU-145 prostate cancer. actives 4.2% (n = 81,000)
U251 = U251 CNS tumor cells; actives 5.4% (n = 80,000); AID 1794753
UO-31 = UO-31 renal cancer; actives 5.2% (n = 81,000)
PC-3 = PC-3 prostate cancer cells. actives 3.9% (n = 80,000). AID 1794754
SN12C = SN12C renal cancer cells; actives 3.8% (n = 81,000)
* marks the source's active call; other numbers are inactive results; x = no result given; & = joins results of further samples. Rule for the calls: active = growth percent below 10; inactive = the rest. Rows were taken by chance; any-hit rate near 9.4%.

SMILES	SF-268	SF-295	786-0	SF-539	DU-145	U251	UO-31	PC-3	SN12C
ClCCCN1CCCCC1	112	89	103	100	126	102	108	94	108
Cc1cc(=O)n2n1-c1ccccc1NC(=O)C2	103	100	94	101	108	99	92	92	100
CCCCCN(CCCCC)CCCCCCCCCN1CCCc2cc(OC)ccc21	88	86	103	98	90	70	71	69	76
O=C1c2c(c3c4cccnc4[nH]c3c3ccc4ccccc4c23)C(=O)N1CCN1CCCCC1	43	29	53	54	42	55	37	60	45
Clc1ccc2[nH]cc([C@@H]3CCC[C@H](c4c[nH]c5ccc(Cl)cc45)c4c3[nH]c3ccc(Cl)cc43)c2c1	51	82	52	89	55	36	37	52	51
Cc1nnc(-c2ccc3c(c2)nc(/C=C/c2ccccc2)n3C2CCCCC2)o1	87	76	92	110	92	80	58	63	90
COc1ccc(C2c3sc4ccc(C)cc4c3Oc3nc[nH]c(=O)c32)cc1 (stereo unspecified)	90	107	103	79	105	73	65	75	92
CN1CCN(C(=O)Nc2ccc([N+](=O)[O-])cc2)CC1	102	91	95	101	105	101	79	x	98
Cc1cc(I)nc2ccccc12	105	101	105	100	120	110	92	97	109
Nc1nc(C(=O)N/N=C/c2ccc(F)cc2)nn1-c1ccc(S(N)(=O)=O)cc1	96	102	97	99	104	98	81	107	94
O=C(NCCO)c1ccc(C(=O)NCCO)cc1	116	99	109	97	127	99	76	93	93
CCCCS(=O)(=O)c1cc(Nc2ccc(O)c3c2C(=O)c2ccccc2C3=O)ccc1C	84	x	87	87	42	81	55	81	71
N=c1c2c(=N)n3c(nc2nc2n1-c1ccccc1Sc1ccccc1-2)sc1cc(Cl)ccc13	38	13	30	55	32	9.2*	7.9*	19	25
C#CCOc1ccc(-c2csc(NC(=O)C=C)n2)cc1NS(=O)(=O)c1cccc2c(N(C)C)cccc12	65	67	8.7*	3.6*	45	48	22	54	31
CCOC(=S)SCc1ccc(Cl)cc1	106	89	98	114	106	90	91	82	x
CN1CCN(c2nc(-c3csc(-c4ccccc4)n3)cc3ccccc23)CC1	53	75	46	57	31	37	44	29	50
N=C1SC2C(=NC(=O)NC2c2ccc(O)cc2)N1c1nccs1 (stereo unspecified)	106	97	105	102	110	100	81	104	96
CC1=Cc2ccccc2OC12C=Cc1ccccc1O2 (stereo unspecified)	99	97	105	98	119	102	69	85	102
CCSc1cnnc2ccccc12	102	117	109	106	113	102	94	104	103
O=C(C1=Cc2cccn2Cc2cnnn21)c1ccc(Cl)cc1	89	103	93	102	119	94	63	91	95
NCCOCCO	101	85	96	103	109	96	84	95	105
Cc1ccccc1Cc1nccc2c1[nH]c1ccccc12	127	92	157	105	123	95	73	97	89
CCNC1=CC(=O)c2ncccc2C1=O	58	-71*	84	-59*	-93*	31	48	45	-32*
O=C(/C=C1\C(=O)N(Cc2ccc([N+](=O)[O-])cc2)c2ccccc21)c1ccc(OCCN2CCCCC2)cc1	-35*	50	-88*	-85*	-35*	-46*	-97*	-52*	-67*
CCCCSc1nc(Nc2ccc(/C(C)=N/NC(N)=S)cc2)c(C#N)c(-c2ccc(F)cc2)n1	90	28	-21*	-13*	42	7.7*	20	29	29
COC(=O)c1sc(-c2ccn(C)n2)cc1N	90	94	98	99	100	99	85	99	105
Cc1ccc(N2NOC(=O)/C2=C2\CC(c3ccccc3)N=N2)cc1 (stereo unspecified)	107	107	111	92	119	101	85	74	99
ClCCn1cnc2c(SCc3ccccc3Cl)ncnc21	31	8.9*	33	31	25	30	x	39	45
CCCNc1nc(SC)nc(-c2cccc(N)c2)c1C#N	92	99	102	102	109	x	77	94	90
Cc1ccc(-c2cc(C(=O)Nc3ccc(S(=O)(=O)N4CCCCC4)cc3)[nH]n2)c(O)c1	70	62	62	49	65	39	56	52	53
O=C(Nc1ncc(Cc2ccc(Cl)c(C(F)(F)F)c2)s1)c1ccc2nnsc2c1	51	20	53	5.1*	54	43	41	38	58
COc1cc(-c2cc(-c3ccc(Cl)cc3)[nH]c(=O)c2C#N)cc(OC)c1OC	100	85	102	84	118	88	77	100	99
COc1ccc(/C=C/C(=O)c2ccc(OC)c(OC)c2)cc1O	81	104	98	80	21	25	64	82	74
COc1c(F)ccc(C(=O)Nc2ccc3nc(NC(=O)C4CCCN(S(=O)(=O)c5ccc6c(c5)CCC6)C4)sc3c2)c1F (stereo unspecified)	59	64	62	67	77	59	54	49	74
COc1ccc(C(=O)NC(=O)Nc2ccc3c(c2)NC(=O)/C3=C\c2[nH]c(C)c(CC(=O)O)c2C)cc1	89	103	108	70	111	80	89	96	105
CC(Sc1nc2sc3c(c2c(=O)n1-c1ccc(Cl)cc1)CCCC3)C(=O)Nc1nc(-c2ccc(Br)cc2)cs1 (stereo unspecified)	94	100	93	107	105	97	81	96	97
N/N=C/c1ccc([N+](=O)[O-])cc1	102	203	105	109	101	x	83	101	99
COCCOCn1c(NN(C)C)c(C#N)c2c(N)ncnc21	108	106	100	103	113	114	99	100	105
Cc1c(C(N)=O)sc2c1c(=O)n(Cc1ccccc1)c1nnc(SCc3ccccc3)n21	87	89	93	x	81	89	84	82	93
Cn1cc(-c2ccc(F)c(C(F)(F)F)c2)nc1C1CCN(c2ncnc3[nH]ncc23)CC1	45	71	69	51	77	48	64	71	64
Cc1ccccc1CNc1ccc(N2CCOCC2)cc1	93	99	107	111	102	100	107	100	96
COC(=O)c1ccc(C2C3=C(CC(c4ccc(F)cc4)CC3=O)Nc3ccccc3N2C(=O)c2ccccc2)cc1 (stereo unspecified)	119	60	105	98	110	91	87	94	94
O=C1NC(=O)C2C3OC(C(Br)C3Br)C12 (stereo unspecified)	102&116	121&89	102&98	110&120	113&123	100&105	95&93	90&94	101&101
Nc1ccc(C(=O)Nc2cccc(-c3nc4ccccc4c(=O)[nH]3)c2)cc1	96	104	101	107	103	95	97	92	84
O=c1cc(-c2ccccc2)oc2c1ccc1ccccc12	101	98	99	81	102	84	59	84	84
COc1cc(/C=C2\Oc3cc(C)c(Cl)c(C)c3C2=O)ccc1O	102	102	105	93	109	104	83	108	100
Cn1ncc2cc(CN3CCC(OCc4ccc(Cl)c(F)c4)CC3)ccc21	100	100	105	99	103	99	66	96	104
COc1ccc2nc3sc(C(=O)Nc4ccc(C(=O)/C=C/c5ccccc5)cc4)cc3cc2c1	99	94	106	106	99	99	83	87	96
O=C(Nc1ncc([N+](=O)[O-])s1)c1cccc([N+](=O)[O-])c1	64	23	18	28	85	52	63	x	51
CCCCCCn1c(-c2ccc(-c3nc(-c4ccc5c(c4)OCO5)no3)cc2)nc(-c2ccccc2)c1-c1ccccc1	103	95	101	103	115	106	80	98	101
N#Cc1c(N)n(-c2ccc(OC(F)(F)F)cc2)c2cc(F)ccc12	75	91	81	62	81	70	49	63	71
CC(C)CC(NC(=O)c1c(Cl)ccc(Cl)c1Cl)C(=O)O (stereo unspecified)	98	102	99	97	106	108	90	97	102
Cc1cc(C)c2nc3c(c(C(O)C4CCCCN4)c2c1)CC/C3=C\c1ccc(Cl)cc1 (stereo unspecified)	107	x	83	85	92	87	69	71	94
CCOC(=O)c1nn(-c2ccc(C)cc2)c(=O)c2c(N)c(C#N)c(-c3ccccc3)c(S)c12	93	102	102	104	100	97	65	66	86
Cc1cc(N2CCN(CC(=O)Nc3ccc4c(ccn4C)c3)CC2)nc(N2CCC(C)CC2)n1	96	97	87	103	101	87	57	71	91
O=c1[nH]c2cncnc2[nH]1	99	97	101	86	110	100	82	70	104
O=c1[nH]c(-c2cccnc2)nc2sc3c(c12)CCCCCC3	95	102	98	96	89	92	100	x	94
COc1ccc(/C(=C\c2ccc3c(c2)OCO3)C(=O)Nc2nc3ccccc3s2)cc1OC	83	x	84	94	105	98	-6.5*	92	102
CC(c1ccccc1)c1ccccc1OCCN(C)C (stereo unspecified)	98	109	102	107	105	97	76	94	100
Cc1ccc(-n2cc(/C=N/NS(=O)(=O)c3ccc(C)cc3)c(-c3ccc(S(C)(=O)=O)cc3)n2)cc1	93	103	104	99	111	104	77	94	98

Exported comma-delimited: part of the list above.
smiles,SF-268,SF-295,786-0,SF-539,DU-145,U251,UO-31,PC-3,SN12C
CCCCCCn1c(-c2ccc(-c3nc(-c4ccc5c(c4)OCO5)no3)cc2)nc(-c2ccccc2)c1-c1ccccc1,103,95,101,103,115,106,80,98,101
Cc1cc(N2CCN(CC(=O)Nc3ccc4c(ccn4C)c3)CC2)nc(N2CCC(C)CC2)n1,96,97,87,103,101,87,57,71,91
Cn1ncc2cc(CN3CCC(OCc4ccc(Cl)c(F)c4)CC3)ccc21,100,100,105,99,103,99,66,96,104
O=C(Nc1ncc([N+](=O)[O-])s1)c1cccc([N+](=O)[O-])c1,64,23,18,28,85,52,63,x,51
CCOC(=O)c1nn(-c2ccc(C)cc2)c(=O)c2c(N)c(C#N)c(-c3ccccc3)c(S)c12,93,102,102,104,100,97,65,66,86
COc1ccc(/C(=C\c2ccc3c(c2)OCO3)C(=O)Nc2nc3ccccc3s2)cc1OC,83,x,84,94,105,98,-6.5*,92,102
CC(C)CC(NC(=O)c1c(Cl)ccc(Cl)c1Cl)C(=O)O (stereo unspecified),98,102,99,97,106,108,90,97,102

More structures follow:
SMILES	SF-268	SF-295	786-0	SF-539	DU-145	U251	UO-31	PC-3	SN12C
C[n+]1cccc(O)c1	99	102	102	102	112	96	86	116	96
CN(Cc1ccccc1)c1nc(Cl)c(C2CC(c3ccc(Cl)cc3)=NN2c2ccccc2)s1 (stereo unspecified)	94	97	98	111	109	101	88	100	110
Oc1ccccc1C=Nc1ccc2[nH]ncc2c1	93	102	99	91	106	98	81	95	95
C/C(=N\NC(=O)COc1ccc(NC(=O)Nc2ccc(Cl)cc2)cc1)c1c[nH]c2ccccc12	101	98	100	102	103	106	90	101	93
N#Cc1c(-c2ccccc2)cc(-c2ccc(Nc3nc(Nc4ccc(F)cc4)nc(Nc4ccc(F)cc4)n3)cc2)nc1N	96	65	84	95	106	92	90	76	90
COc1ccc(/C=C/c2nc3ccccc3s2)cc1OP(=O)(O)O	86	108	109	88	86	80	54	103	77
N#CC1=C(N)Oc2c(sc3c(F)cccc23)C1c1ccc(F)cc1 (stereo unspecified)	54	15	20	-14*	17	22	42	29	42
COc1ccc(Nc2nnc(C(=O)c3c[nH]c4ccccc34)o2)cc1	106	104	96	106	116	97	94	88	102
CCCSC1=NC2C(N(CC)C(=O)N2CC)N1/N=C/C=C/c1ccccc1[N+](=O)[O-] (stereo unspecified)	48	13	33	-12*	20	22	44	25	41
Cc1cc(=O)n(C(=O)Nc2ccc(Br)cc2)c2cc(O)ccc12	96	103	104	99	110	100	82	98	107
CSc1nc(N)nc(C)c1Br	99	98	101	100	108	105	95	101	107

In a second layout: 2 of the compounds above
Value order: SF-268	SF-295	786-0	SF-539	DU-145	U251	UO-31	PC-3	SN12C
- C[n+]1cccc(O)c1
 : 99	102	102	102	112	96	86	116	96
- CN(Cc1ccccc1)c1nc(Cl)c(C2CC(c3ccc(Cl)cc3)=NN2c2ccccc2)s1 (stereo unspecified)
 : 94	97	98	111	109	101	88	100	110
